High-throughput results (PubChem)
IDE act = human IDE activators in live cells, primary screen, fluorescence polarization, HEK cells, FAbeta-B substrate; Insulin-degrading enzyme (Homo sapiens), P14735; hit rate 0.073% among 340,000; FAbeta-B cleavage; 0% vehicle, 100% cell-free pure enzyme wells; activation, % at 5.96 µM;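 active = activation above the mean of all tested compounds plus 3 SD, set per screening campaign, cut at about 17% in these data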
Target sequence (P14735 whole entry, looked up): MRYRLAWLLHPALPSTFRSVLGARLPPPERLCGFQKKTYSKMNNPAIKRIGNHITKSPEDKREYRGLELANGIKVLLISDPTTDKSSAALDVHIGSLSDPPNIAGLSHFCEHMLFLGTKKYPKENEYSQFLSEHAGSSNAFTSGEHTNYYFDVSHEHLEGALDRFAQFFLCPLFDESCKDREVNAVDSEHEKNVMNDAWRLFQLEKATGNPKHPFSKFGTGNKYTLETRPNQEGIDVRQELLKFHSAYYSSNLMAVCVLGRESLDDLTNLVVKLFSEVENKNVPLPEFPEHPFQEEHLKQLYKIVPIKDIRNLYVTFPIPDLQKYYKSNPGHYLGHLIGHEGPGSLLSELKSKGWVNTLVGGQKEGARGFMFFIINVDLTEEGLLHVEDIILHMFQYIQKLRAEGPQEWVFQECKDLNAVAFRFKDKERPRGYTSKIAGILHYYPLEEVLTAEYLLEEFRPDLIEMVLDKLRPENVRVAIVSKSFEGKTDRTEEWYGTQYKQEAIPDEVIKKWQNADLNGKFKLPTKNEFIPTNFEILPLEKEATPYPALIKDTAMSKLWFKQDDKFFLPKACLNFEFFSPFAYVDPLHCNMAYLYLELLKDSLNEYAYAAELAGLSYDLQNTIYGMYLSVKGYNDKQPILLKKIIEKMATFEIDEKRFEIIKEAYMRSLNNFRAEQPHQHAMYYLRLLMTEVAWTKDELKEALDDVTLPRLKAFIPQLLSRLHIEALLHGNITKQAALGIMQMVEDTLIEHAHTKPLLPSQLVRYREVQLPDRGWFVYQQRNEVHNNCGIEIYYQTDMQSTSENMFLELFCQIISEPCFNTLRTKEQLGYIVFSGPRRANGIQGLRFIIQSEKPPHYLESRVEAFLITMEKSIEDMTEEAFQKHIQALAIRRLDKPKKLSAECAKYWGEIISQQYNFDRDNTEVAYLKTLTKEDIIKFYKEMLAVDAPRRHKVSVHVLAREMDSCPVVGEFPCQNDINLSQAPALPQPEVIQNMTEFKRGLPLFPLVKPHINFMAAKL
GPR7 antag = GPR7 receptor antagonists, primary screen, cell-based, fluorescence, single concentration; GPR7-expressing cells, fluorescence antagonist assay; inhibition, % at 4.4 µM; hit rate 1.1% among 290,000; in the data active = inhibition above about 16%, passing the limit was not always enough;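 note: cells stimulated with the agonist NPW; 0% = agonist with vehicle and 100% = vehicle without agonist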
PfM18AAP inh = PfM18AAP inhibitors, malaria aminopeptidase, primary screen, biochemical, QFRET, recombinant enzyme; M18 aspartyl aminopeptidase (Plasmodium falciparum 3D7); H-Glu-NHMec fluorogenic cleavage; inhibition, % at 7.35 µM; hit rate 1.2% among 290,000; AID 1822, 2009;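 active = inhibition above the campaign mean inhibition over all tested compounds plus 3 SD, cut at about 28% in these data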;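 note: 0% = plate median of test compound wells and 100% = 2 mM ZnCl2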
NALP1 yeast inh = NALP1 inflammasome inhibitors in reconstituted yeast, colorimetric, S. cerevisiae, triplicate retest; S. cerevisiae NALP1/ASC/caspase-1 growth, X-gal OD620, 72 h; inhibition, % at 10 µM; hit rate 0.61% among 280,000; AID 2071, 2009; in the data active = inhibition mostly above about 24%, no sharp cut-off; inactive = mostly below about 32%; note: some compounds called inactive have numbers as strong as hits
PHOSPHO1 block = PubChem AID 1565. hit rate 1.1% among 290,000. Phosphoethanolamine/phosphocholine phosphatase (Homo sapiens), Q8TCT1. inhibition, % at 13.3 µM. recombinant PHOSPHO1, absorbance phosphatase assay; in the data active = inhibition above about 60%
IDE cell inh = human IDE inhibitors in live cells, primary screen, fluorescence polarization, HEK cells, FAbetaB substrate. hit rate 0.41% among 320,000. AID 434962, 2010. inhibition, % at 5.59 µM. FAbetaB cleavage. Insulin-degrading enzyme (Homo sapiens), P14735;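 active = percent inhibition above the average of all tested compounds plus 3 SD, set per screening campaign, cut at about 16% in these data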;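 note: IDE supplied by intact live HEK cells; FP after avidin binding of uncleaved biotin substrate so inhibition keeps polarization high; 0% = DMSO wells and 100% = 60 µM reference IDE inhibitor Ii1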
IMP-1 inhibitor = IMP-1 metallo-beta-lactamase inhibitors, primary screen, biochemical, epi-absorbance readout, Pseudomonas aeruginosa enzyme; purified IMP-1, nitrocefin hydrolysis, epi-absorbance fluorescence; inhibition, % at 5.6 µM; hit rate 0.45% among 290,000; AID 1556, 2009;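 active = inhibition above the mean plus 3 SD of all compounds in the same screening run, cut at about 4.5% in these data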;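 note: 0% = IMP-1 with DMSO and 100% = DMSO wells lacking enzyme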
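Assay system: purified recombinant IMP-1 beta-lactamase. Input: IMP-1 0.2 nM before substrate addition. Buffer or medium: Zinc- and detergent-supplemented HEPES buffer, pH 7.1. Schedule: 25 °C, 15 min preincubation, 25 min reaction. Signal: Epi-absorbance fluorescence, 480 nm excitation, 530 nm emission. Evaluation: percent inhibition from optical density relative to buffer-blank wells.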
VIM-2 inhibitor = VIM-2 metallo-beta-lactamase inhibitors, primary screen, biochemical, epi-absorbance readout, Pseudomonas aeruginosa enzyme | hit rate 0.89% among 290,000 | inhibition, % at 5.6 µM | purified VIM-2, nitrocefin hydrolysis, epi-absorbance fluorescence;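 active = inhibition above the mean of all tested compounds plus 3 SD, cutoff set per screening run, cut at about 7.5% in these data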;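 note: red hydrolysis product quenches plate fluorescence so inhibitors raise well fluorescence; 0% = enzyme with DMSO and 100% = DMSO without enzyme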
pCIP destab = p/CIP-EGFP fusion destabilizers, primary screen, fluorescence, F442A cells. Q05BA5. 16 h. decrease of EGFP signal, % at 10 µM. hit rate 0.01% among 290,000;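 active = EGFP signal decrease of at least 30% at 10 µM or well 3 SD below plate mean, unless failing retest; inactive = the rest, including hits failing retest or dose response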; note: some compounds called inactive have numbers as strong as hits; many of its hits are not listed in these tables
Starred values were filed as active, the others as inactive; . = no result given.

Preview, 2 compounds:
PHOSPHO1 block	molecule	PfM18AAP inh	IDE act	GPR7 antag	pCIP destab	NALP1 yeast inh	IMP-1 inhibitor	VIM-2 inhibitor	IDE cell inh
29	Cc1ccc(S(=O)(=O)N2CCOC2CNC(=O)C(=O)NCCN2CCOCC2)cc1 (stereo not drawn)	-16	6	-1	-8	14	-2.9	-1.2	-3
-2	O=C(NCc1cccnc1)c1ccc(=O)oc1	6	4	-7	-7	12	-3.3	-3.2	-6

This part in full, repeating the preview:
PHOSPHO1 block	molecule	PfM18AAP inh	IDE act	GPR7 antag	pCIP destab	NALP1 yeast inh	IMP-1 inhibitor	VIM-2 inhibitor	IDE cell inh
29	Cc1ccc(S(=O)(=O)N2CCOC2CNC(=O)C(=O)NCCN2CCOCC2)cc1 (stereo not drawn)	-16	6	-1	-8	14	-2.9	-1.2	-3
-2	O=C(NCc1cccnc1)c1ccc(=O)oc1	6	4	-7	-7	12	-3.3	-3.2	-6
9	CCOC(=O)c1c(NCC(C)C)c2ccccc2[nH]c1=O	-1	-5	-6	10	12	-4.1	-2.3	-5
46	CCC(=O)Nc1cccc(NC(=O)CSc2nc3c(c(=O)n(C)c(=O)n3C)n2C)c1	-2	-4	6	-4	20	-3.9	-3.1	3
26	CCCc1nc(SCC(=O)c2ccccc2)c2c(=O)n(C)c(=O)n(C)c2n1	-2	-2	2	-19	26	3.1	-1.3	-1
7	O=C(COc1ccc2c(-c3ccccc3)cc(=O)oc2c1)NCCCN1CCOCC1	0	-3	-10	-7	26	-2.4	-0.6	7
16	COc1ccc(C(=O)O)cc1S(=O)(=O)N(CCc1ccccc1)Cc1ccccc1	1	-2	-8	2	5	-1.3	-0.4	2
28	O=C1NC(=O)C(c2cn(-c3ccccc3)nc2-c2ccc(F)cc2)N1 (stereo not drawn)	-1	-3	-4	7	0	-2.8	-2.6	-3
18	CC(C)(NO)/C(=N\O)c1ccccc1	5	0	5	-3	17	-1.7	0.5	-2
24	COc1ccc(C(=O)NCC(=O)N/N=C(C)\C=C\c2ccccc2)cc1OC	-2	4	-15	4	-5	-1.2	-2.7	2
5	CCC(C)c1ccccc1OCCCNC1CCCC1 (stereo not drawn)	5	-1	14	2	3	-2.5	-2.2	4
12	COCCCNC(=O)c1cccs1	-9	2	-5	1	15	-3.7	-1.2	-2
50	CCOC(=O)C1(Cc2ccccc2)CCCN(C(=O)c2cn[nH]c2)C1 (stereo not drawn)	3	-2	-12	-6	-4	0.8	-0.4	4
-1	CC(C)NC(=O)Cn1c(=O)c2c(ncn2Cc2ccccc2)n(Cc2ccccc2)c1=O	-4	7	-6	2	14	-6.4	-1.2	-1
-18	C=CCOc1ccc(/C=C/C(=O)OCC(=O)NC2CCCCCCC2)cc1	4	2	1	-62	8	-1.7	-3.0	3
40	CCOC(=O)C1CCC/C1=N\NC(=O)CN(c1cc(OC)ccc1OC)S(=O)(=O)c1ccccc1 (stereo not drawn)	3	5	12	1	7	-2.1	-2.5	-5
25	C[C@H](NC(=O)OCc1ccccc1)C(=O)NNC(=O)[C@H](C)NC(=O)OCc1ccccc1	.	5	.	-5	.	.	.	5
8	CC(C)c1ccccc1NC(=O)c1ccccc1NC(=O)C1CCCCC1	1	4	-2	-1	3	0.3	-0.7	0
-3	Cc1ccc(Cn2c(=O)c3c(nc4n3CCCN4Cc3ccccc3)n(C)c2=O)cc1	0	2	-3	-9	27	-1.1	-0.5	-3
43	COC(=O)c1ccccc1OCCN1CCCCCC1	-5	2	0	-22	16	1.0	-0.1	5
18	N=c1c(S(=O)(=O)c2ccc(Br)cc2)cc2c(=O)n3ccccc3nc2n1C1CCCC1	-4	1	0	15	-2	-3.0	0.2	3
-6	CCCS(=O)(=O)NCc1ccc2c(c1)cc(C)n2C	3	-1	-2	-9	1	-2.4	-1.1	-1
22	O=C(NCCc1cn2ccsc2n1)c1cccs1	-3	5	-4	-14	.	3.3	-2.9	-2
10	CCN(CC)C(=O)Cn1cc(S(=O)(=O)CC(=O)Nc2cc(C)on2)c2ccccc21	6	3	-15	-11	14	-1.9	-0.2	-1
0	Cc1ccc(S(=O)(=O)N/N=C/C(C)(C)CO)cc1	1	-4	3	1	22	-2.5	-3.9	1
20	O=C(N/N=C/c1cccc(F)c1)c1csc2c1CCCC2	0	4	-11	1	-16	-1.9	-1.8	2
22	COCc1cc(=O)oc2cc(NS(=O)(=O)c3ccc(C)cc3)ccc12	-3	.	-8	-18	.	-3.9	-1.8	9
7	Cc1cccc(-c2noc(CN(C(=O)CCc3ccccc3)C(C)C)n2)c1	2	5	-2	-31	25	-1.4	-3.8	-4
-131	CN(C)c1ccc(/C=N/NC(=O)c2ccc(CN3CCOCC3)cc2)cc1Br	-1	.	-3	2	12	-1.0	-1.9	3
6	COc1ccc(CCNC(=S)Nc2cc(C)cc(C)c2)cc1	-32	-1	-14	1	11	-1.7	-5.7	5
15	COc1ccccc1C(=O)NCC(=O)N/N=C/c1cc(Br)ccc1OC(=O)/C=C\c1ccco1	4	5	5	-12	32	-6.2	-2.6	4
-9	CCOC(=O)C(=O)NC(C)CCc1ccccc1 (stereo not drawn)	-6	1	-5	-3	22	1.1	0.2	0
-12	Cc1ccc(-c2nc3sc(C(N)=O)c(N)c3c3c2CCCC3)cc1	10	-3	5	-8	29	-0.8	-2.5	5
18	CCCCN(C)C(=O)c1cn(CC)c2nc(C)ccc2c1=O	2	2	-10	-9	20	-2.3	-0.5	2
-8	CC1OC(Nc2cccc3ccccc23)C(O)C(O)C1O (stereo not drawn)	1	4	-11	-7	16	0.0	3.1	5
-10	Cc1cc(C)cc(Oc2coc3cc(OC(=O)c4cccs4)ccc3c2=O)c1	-2	1	1	2	-4	-2.6	-1.6	6
-10	CS(=O)(=O)N1CCC(c2noc(-c3ccc(C(F)(F)F)cc3)n2)CC1	-6	1	-1	-2	10	-1.2	-0.3	2
-2	CC1(C)CC(NC(=O)c2ccc(Cl)cc2Cl)CC(C)(C)N1	-9	-1	-8	-2	14	-5.1	-0.5	6
6	CCOC(=O)CN1C(=O)C(Sc2n[nH]c(-c3cccc(C)c3)n2)CCc2ccccc21 (stereo not drawn)	3	-2	-19	0	-5	-3.0	-1.5	8
-14	CCCn1c(=O)c(Cc2ccccc2)c(O)c2ccccc21	2	3	3	-15	24	-1.6	-1.7	-4
37	O=C1C2CCCN2C(=S)N1c1ccc(Cl)cc1 (stereo not drawn)	14	3	-11	-6	5	-0.9	-0.3	2
32	O=C(Nc1ccc(N2CCN(C(=O)c3cccs3)CC2)cc1)c1ccc([N+](=O)[O-])o1	2	2	1	-40	-5	-2.4	-0.1	.
-10	COc1ccc(-n2cccc2/C=C/[N+](=O)[O-])cc1	9	0	-8	2	114*	-1.8	-3.0	5
36	COc1ccc(/C=C(/NC(=O)c2ccco2)C(=O)Nc2ccc(C(C)=O)cc2)cc1	-5	-2	-2	-16	27	-2.0	-1.3	0
24	O=C(O)[C@@H]1CCCN1c1ncnc2sc3c(c12)CCC3	-8	2	5	28	-6	-2.1	1.1	0
-2	CCN1C(=O)[C@H]2[C@@H](c3ccc(C)cc3)N3C(=O)N(c4ccc(C(F)(F)F)cc4)C(=O)[C@@]3(Cc3ccccc3)[C@H]2C1=O	0	2	-8	-6	-6	-2.2	-2.2	4
-7	CCN1CCN(C(=O)Cn2cnc3sc(C)c(S(=O)(=O)N4CCN(c5ncccn5)CC4)c3c2=O)CC1	-3	11	-1	-8	-8	-2.0	-1.1	2
-9	Cc1cc(C)cc(N(CC(=O)N/N=C/c2ccncc2)S(=O)(=O)c2ccccc2)c1	-10	5	-9	-4	20	1.6	-1.3	6
5	N#CCC(=O)Nc1ccc(C(F)(F)F)cc1N1CCOCC1	-9	4	-13	-6	14	-1.3	-1.5	-1
-12	COc1cccc(Oc2cn[nH]c2-c2ccc(OC)cc2O)c1	13	7	-11	-9	-9	-4.3	-4.5	1
3	O=C(Nc1cccc(O)c1)C1CC(c2c(F)cccc2Cl)=NO1 (stereo not drawn)	5	-1	0	-13	14	-2.8	-2.0	1
-4	CCc1ccccc1NCC(=O)Nc1ccccc1C(=O)OC	-7	-1	-19	-12	44	-4.2	-0.1	-2
1	O=C(O)CSc1nnnn1-c1ccc2c(c1)OCCO2	4	1	0	-11	7	-3.8	-5.0	3
-24	Cc1cc(C)c(C)c(S(=O)(=O)N2CCNCC2)c1C	-18	2	10	10	9	-3.2	-1.9	-1
17	C=C(C)COc1ccc(-c2nc(N)ncc2Oc2ccccc2OCC)c(O)c1	6	3	-12	-3	6	-2.3	0.2	-2
-23	C=CCNC(=O)c1ccc(N(CC=C)S(C)(=O)=O)cc1	2	5	-15	-6	1	-2.8	-3.2	8
8	O=C(CCCOc1ccc(Cl)cc1Cl)Nc1nnc(C2CC2)s1	0	-3	-8	7	9	-3.4	-1.5	3
-2	O=C(CCSc1ccc(Cl)cc1)N1CCN(c2ncccn2)CC1	-2	0	14	0	12	-2.0	-2.0	6

Profiles from above. Order of values: PHOSPHO1 block	PfM18AAP inh	IDE act	GPR7 antag	pCIP destab	NALP1 yeast inh	IMP-1 inhibitor	VIM-2 inhibitor	IDE cell inh
CCN1C(=O)[C@H]2[C@@H](c3ccc(C)cc3)N3C(=O)N(c4ccc(C(F)(F)F)cc4)C(=O)[C@@]3(Cc3ccccc3)[C@H]2C1=O across the screens: -2	0	2	-8	-6	-6	-2.2	-2.2	4
O=C(Nc1cccc(O)c1)C1CC(c2c(F)cccc2Cl)=NO1 (stereo not drawn) across the screens: 3	5	-1	0	-13	14	-2.8	-2.0	1
C=CCNC(=O)c1ccc(N(CC=C)S(C)(=O)=O)cc1 across the screens: -23	2	5	-15	-6	1	-2.8	-3.2	8

2 compounds picked at random from those above, as already listed:
PHOSPHO1 block	molecule	PfM18AAP inh	IDE act	GPR7 antag	pCIP destab	NALP1 yeast inh	IMP-1 inhibitor	VIM-2 inhibitor	IDE cell inh
6	CCOC(=O)CN1C(=O)C(Sc2n[nH]c(-c3cccc(C)c3)n2)CCc2ccccc21 (stereo not drawn)	3	-2	-19	0	-5	-3.0	-1.5	8
15	COc1ccccc1C(=O)NCC(=O)N/N=C/c1cc(Br)ccc1OC(=O)/C=C\c1ccco1	4	5	5	-12	32	-6.2	-2.6	4
